# HT1080 IDH1KD tx = toxicity to HT-1080 IDH1 knockdown cells (counter line) | HT-1080 IDH1 knockdown viability, ATP luminescence, 48 h | Potency, µM (top dose mostly 46.1 µM), without a hit: at the highest dose activity, negative = toxicity, hits mostly cytotoxic | 360,000 tested, 2% active | AID 686971;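 note: potency is the fitted concentration of half-maximal effect; 0% = DMSO wells and -100% = cell-free medium wells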
#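 HT-1080-IDH1KD cells (IDH1 knocked down), 750/well in RPMI with 5% FBS, treated with compound 48 h at 37 degrees C. Viability by CellTiter-Glo luminescence, normalised to DMSO and no-cell wells; concentration-response curves classed.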
# HepG2 viability = kills HepG2 cells in TGF-b inhibitor counter-screen; HepG2 CAGA-GFP viability, ATP luminescence, 18 h; Potency, µM (titrated, usually from 46.1 µM), without a hit: top-dose activity change, negative = cytotoxicity, hits mostly cytotoxic; 410,000 tested, 0.76% active; AID 588856; note: potency is the fitted concentration of half-maximal effect; some results filed as inactive show a strong effect at the top dose
#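 HepG2 CAGA-GFP cells (1000/well, DMEM with 1% FBS) received compound, then TGF-beta at 500 pg/mL final, and were incubated 18 hours at 37 degrees C. Viability was read by CellTiter-Glo luminescence. Media-only wells were set as complete cell-killing and DMSO as no toxicity.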
# SW480 rereplic = inducers of DNA re-replication in SW480 colon cancer cells. Potency, µM (top dose mostly 46.1 µM), inactives show at the top dose re-replication activation, most hits filed as activators. AID 624297. 340,000 tested, 1.8% active. SW480 DNA re-replication, Hoechst DNA content imaging, 48 h; note: potency is the fitted concentration of half-maximal effect; % of control where 0% means no effect; nearly all actives have a fitted effect of over 55% in size
#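 Readout is total intensity of Hoechst-stained nuclei, excited at 405 nm and collected at 500-530 nm. Compound treatment lasted 48 hr at 37 C in 5% CO2 before staining.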
# MCF10A rerep = DNA re-replication induction in MCF 10a cells | MCF 10A DNA re-replication, Hoechst nuclear intensity, 48 h | Potency, µM (doses to about 46.1 µM), without a hit: at the highest dose activity, positive = re-replication, actives largely listed as activators | 350,000 tested, 2.9% active | AID 624296; note: potency is the fitted concentration of half-maximal effect; % of control where 0% means no effect; nearly all actives have a fitted effect of over 50% in size
# ATXN viability = viability counter-screen for ATXN expression inhibitors | 400,000 tested, 0.49% active | S2 cells (HEK-293 line with an ATXN2-luciferase reporter) viability, CellTiter-Fluor protease fluorescence, 24 h | Potency, µM (highest dose often 56.7 µM), hits mostly cytotoxic; note: potency is the fitted concentration of half-maximal effect; nearly all actives have a fitted effect of over 40% in size
# IL1B secr inh = blocks inflammasome-driven IL-1 beta release; THP-1 LPS/ATP IL-1B secretion, AlphaLISA, 16 h; active compounds read low; activity change, % at 57.5 µM; AID 743279; 360,000 tested, 4.7% active; in the data active = activity change below about -50%; inconclusive = mostly about -30% to -49%; note: % is set by controls: 0 for no effect and ±100 for the full control effect
#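 Secreted IL-1B measured by AlphaLISA bead assay after 16 h compound exposure of THP-1 cells; compounds (final up to 57.5 uM) added 1 h before LPS (250 ng/mL) and ATP (1.25 mM) stimulation; lower signal means less secretion.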
# ATXN2 expr inh = inhibitors of ATXN2 expression; HEK-293 ATXN2-luciferase reporter, luminescence, 24 h; Potency, µM (series often up to 57 µM), without a hit: at the top dose activity change, negative = inhibition, actives largely listed as inhibitors; 360,000 tested, 0.72% active; AID 1745845; note: potency is the fitted concentration of half-maximal effect; % is set by controls: 0 for no effect and ±100 for the full control effect; nearly all actives have a fitted effect of over 55% in size
#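 qHTS (up to 57 uM final) was run with 24 h compound exposure of reporter cells at 37 °C. Each well was multiplexed: SteadyGlo luminescence measured ATXN2-luciferase expression after a fluorogenic Gly-Phe-AFC viability readout (25 uM final).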
# HT1080-NT tox = kills 2HG-producing HT-1080-NT fibrosarcoma cells. Potency, µM (highest dose often 46.1 µM), for inactives: top-dose activity, negative = less viability, actives largely listed as cytotoxic. HT-1080-NT fibrosarcoma viability, CellTiter-Glo ATP luminescence, 48 h. AID 686970. 360,000 tested, 1.6% active;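 note: NT is the 2HG producing partner of a matched IDH1 knockdown line; potency is the fitted concentration of half-maximal effect; 0% = DMSO-treated cells and -100% = media-only wells without cells; nearly all actives have a fitted effect of over 55% in size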
#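 Luminescent CellTiter-Glo readout after 48 hours of compound exposure at 37 degrees C defined viability of HT-1080-NT cells. Activity was normalized to DMSO wells and cell-free media wells; concentration-response curves were fitted and assigned curve classes.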
# KB-3-1 tox = KB-3-1 parental cell cytotoxicity. KB-3-1 viability, CellTiter-Glo ATP luminescence, 72 h. Potency, µM (top dose mostly 46.1 µM), without a hit: at the highest dose activity change, negative = cytotoxic, hits mostly cytotoxic. 400,000 tested, 1.4% active. AID 1347075; note: potency is the fitted concentration of half-maximal effect; % is set by controls: 0 for no effect and ±100 for the full control effect; nearly all actives have a fitted effect of over 60% in size
#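 Here the drug-naive KB-3-1 line serves as comparator for MDR sub-line selectivity; cells received compound titrations, 72 h at 37 °C, then CellTiter-Glo readout.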
# Active calls of the source: *; i = inactive; ? = inconclusive; nt = not tested or not shown; [ ] = another dose, or the depositor's remark. Unless noted, calls come from the whole dose curve; as a rule, active = well fitted curve in the direction sought with a large enough effect; inconclusive = small, poorly fitted or top-dose-only effect, or another doubt; inactive = no such curve, though single readings can be large; an effect the other way counts as inactive or inconclusive. Outcome played no part in choosing rows. About 8.9% of those tested had a hit in this group.
cpd	structure	HT1080 IDH1KD tx	HepG2 viability	SW480 rereplic	MCF10A rerep	ATXN viability	IL1B secr inh	ATXN2 expr inh	HT1080-NT tox	KB-3-1 tox
1	O=C(COC(=O)c1ccc(NC(=O)C2CC=CCC2C(=O)O)cc1)c1ccccc1 (configuration not stated)	1%	4%	0%	9%	i	27	5%	0%	10%
2	Cc1cc(C)cc(NC(=O)CSc2nc(CSc3ccc(Cl)cc3)cc(=O)[nH]2)c1	-3%	4%	-9%	4%	i	48	3%	-1%	-3%
3	CC1(C)CNC(=O)CC(C)(C)N1O	5%	-1%	0%	-8%	i	-4	-3%	3%	0%
4	COc1ccc(-c2cc(C(=O)Nc3cccc(C(C)=O)c3)no2)cc1	24%	-25%	-2%	6%	i	10	8%	22%	3%
5	CC(C)c1nc(Cl)c(C#N)c2c1COC(C)(C)C2	-17%	108%	-2%	4%	i	4	nt	4%	-1%
6	COc1ccc(NC(=O)CN(C)C(=O)c2cccc(S(=O)(=O)Nc3ccc(F)cc3)c2)cc1	-1%	-19%	3%	-1%	i	-10	3%	-7%	-3%
7	c1ccc(N2CCN(c3nc4ccccc4[nH]3)CC2)nc1	23%	-2%	6%	-7%	i	4	26%	26%	0%
8	COc1ccc(CC(=O)NNC(=O)CSc2nnc(Cc3ccc(OC)cc3)n2-c2ccccc2)cc1	6%	6%	-7%	11%	i	10	nt	3%	0%
9	CC(C)C1CC2=C(C(=O)OC(C)(C)O2)C(c2ccc(Cl)cc2)O1 (configuration not stated)	2%	-13%	nt	nt	?	0	4%	2%	0%
10	Cc1ccc(C)c(N/C=C(\C#N)c2nc3ccccc3o2)c1	28%	8%	-1%	12%	i	14	-1%	19%	4%
11	CCOC(=O)c1[nH]cc(-c2ccccc2)c1N1CCOCC1	5%	-12%	-12%	13%	i	-15	-7%	4%	-3%
12	CN(c1ccccc1)S(=O)(=O)c1cccc(NC(=O)C2CC(=O)N(Cc3ccccc3)C2)c1 (configuration not stated)	-1%	7%	-16%	3%	?	-22	nt	0%	?
13	O=C1CN(S(=O)(=O)c2cc(C(=O)O)ccc2Cl)c2ccccc2N1	14%	-3%	-4%	?	i	54	-25%	14%	1%
14	COc1ccc(NC(=O)CCC(=O)NCc2ccco2)c([N+](=O)[O-])c1	6%	11%	-12%	2%	nt	-3	-4%	3%	5%
15	CCCCCCc1c(O)c2ccccc2[nH]c1=O	4%	-15%	3%	2%	i	0	2%	7%	0%
16	COc1ccc(-c2csc(NC(=O)c3ccccc3NS(=O)(=O)c3ccc(C)cc3)n2)cc1	?	-44%	2%	?	i	-21	?	?	2.6µM*
17	C/C(Cl)=C/Cc1c(C)[nH]c2c(ccc3ccccc32)c1=O	7%	-20%	-3%	15%	i	-5	nt	2%	-2%
18	CCN(CC)CCCNC(=S)N1CCN(c2nc3ccccc3n2CC)CC1	-12%	-12%	?	?	i	-19	-12%	-20%	9%
19	COc1ccc(/C=C2\N=C(c3c(-c4ccccc4)noc3C)OC2=O)cc1OC	22%	-4%	-4%	-3%	i	-10	-1%	13%	-1%
20	CCOc1cccc(Oc2ccc(C(F)(F)F)cn2)c1	2%	5%	-3%	-10%	i	6	-9%	0%	6%
21	Cc1cc(-c2nnc(SCC(=O)Nc3ccccn3)o2)no1	16%	-41%	-7%	0%	i	1	-19%	-5%	5%
22	CCn1cnc2sc(C(=O)Nc3ccc4c(c3)OCO4)c(C)c2c1=O	9%	-1%	2%	-1%	i	-22	35%	11%	2%
23	CC(C)Cn1c(CNC(=O)c2ccccc2)nc2ccccc21	1%	-39%	2%	0%	i	?	-2%	-3%	0%
24	CCn1c(SCC(=O)Nc2nc3ccc(OC)cc3s2)nc2c1c(=O)n(C)c(=O)n2C	?	-11%	2%	1%	i	?	-33%	1%	-23%
25	COc1ccccc1Oc1nc([N+](=O)[O-])nn1CC(N)=O	1%	1%	0%	3%	i	20	3%	-3%	19%
26	CCCn1nc(NC(=O)c2ccccn2)c2cc3cc(C)ccc3nc21	3%	-20%	7.3µM*	?	i	-63*	10%	12%	?
27	C=CCn1c(=N)c(C#N)cc2c(=O)n3ccccc3nc21	6%	0%	?	?	nt	17	-11%	8%	4%
28	CC[C@@]1(C(=O)OC)N[C@H](CN(C)C(=O)COc2ccccc2)[C@@H]2C(=O)N(C)C(=O)[C@@H]21	13%	-1%	0%[9.22 µM]	1%	i	33	12%	3%	11%
29	CSc1ncc(C(=O)N2CCN(c3ccc(F)cc3)CC2)c(C)n1	nt	-10%	nt	nt	i	nt	8%	nt	11%
30	Cc1cccc(OCC(=O)Nc2ccc(N3CCN(C(=O)c4ccco4)CC3)cc2)c1C	-12%	-17%	-1%	7%	i	28	0%	-24%	7%

# Complete entries, looked up by structure. Values in the order: HT1080 IDH1KD tx, HepG2 viability, SW480 rereplic, MCF10A rerep, ATXN viability, IL1B secr inh, ATXN2 expr inh, HT1080-NT tox, KB-3-1 tox
# C/C(Cl)=C/Cc1c(C)[nH]c2c(ccc3ccccc32)c1=O as listed: 7%, -20%, -3%, 15%, i, -5, nt, 2%, -2%
# COc1ccc(NC(=O)CN(C)C(=O)c2cccc(S(=O)(=O)Nc3ccc(F)cc3)c2)cc1 as listed: -1%, -19%, 3%, -1%, i, -10, 3%, -7%, -3%
# CSc1ncc(C(=O)N2CCN(c3ccc(F)cc3)CC2)c(C)n1 as listed: nt, -10%, nt, nt, i, nt, 8%, nt, 11%
# CC1(C)CNC(=O)CC(C)(C)N1O as listed: 5%, -1%, 0%, -8%, i, -4, -3%, 3%, 0%

# Next part.
cpd	structure	HT1080 IDH1KD tx	HepG2 viability	SW480 rereplic	MCF10A rerep	ATXN viability	IL1B secr inh	ATXN2 expr inh	HT1080-NT tox	KB-3-1 tox
31	Cc1cccc2cc(CNCc3ccccc3)c(Cl)nc12	2%	-1%	-1%	-2%	i	3	nt	0%	0%
32	CCS(=O)(=O)c1ccc2oc(SCC(=O)c3ccco3)nc2c1	3%	-3%	-1%	7%	i	22	-1%	7%	-14%
33	CC(=O)c1cccc(NS(=O)(=O)c2ccc3[nH]c4c(c3c2)CCCCC4)c1	nt	-90%	nt	nt	?	nt	?	nt	?
34	COc1cccc2cc(C(=O)OCC(=O)N3CC(C)OC(C)C3)c(=O)oc12 (configuration not stated)	11%	7%	-5%	-1%	i	11	44%[activator]	8%	-2%
35	COC(=O)c1c(Sc2ccccc2)c2ccccc2n1C	-3%	3%	-5%	-1%	i	11	nt	-4%	-27%
36	Cc1ccccc1C(=O)OCCN(C)Cc1ccccc1	16%	0%	-23%	-1%	i	-13	-13%	9%	12%
37	NNC(=O)C(Cc1ccccc1)NC(=O)OCc1ccccc1 (configuration not stated)	3%	-47%	0%	3%	i	-12	0%	8%	-14%
38	Cc1nc2ccc(-c3nc4ccc(N)cc4[nH]3)cc2[nH]1	5%	-36%	-10%	8%	?	0	?	7%	?
39	COc1cc(CN2CCN(CCCc3ccccc3)C(CCO)C2)cc(OC)c1O (configuration not stated)	2%	4%	-52%[inhibitor]	28%	i	21	13%	1%	21%
40	CN(c1cccc(NC(=O)COc2ccc(Cl)cc2Cl)c1)S(C)(=O)=O	?	-19%	-7%	14%	i	?	41%[activator]	-18%	-8%
41	Cc1cccc(N(CC(=O)NCCSCc2ccccc2)S(C)(=O)=O)c1	-11%	-14%	-5%	-3%	i	12	nt	-12%	2%
42	CCCc1nc2cc(C)c(Br)c(C)n2c1Cc1ccccc1OC	-29%	nt	nt	nt	i	20	0%	?	-25%
43	CNNC(=S)NC1CC2CC1C1C=CCC21 (configuration not stated)	7%	-27%	-19%	-1%	i	0	6%	15%	-1%
44	COC(=O)CSc1nn(-c2ccc(F)cc2)c(=S)s1	10%	18%	2%	-6%	i	-13	-10%	13%	15%
45	Cc1nnc(NC(=O)c2ccc(-c3ccc([N+](=O)[O-])cc3)o2)s1	-1%	0%	-2%	-22%	i	0	-4%	-2%	-2%
46	Cc1cccc(NC(=O)CSc2cc(C)c(C#N)c3nc4ccccc4n23)c1	-26%	-20%	2.9µM*	5%	i	50	nt	?	4%
47	Cc1c(Br)c([N+](=O)[O-])nn1CC(=O)N1CCc2ccccc21	0%	-11%	-3%	-2%	i	-8	6%	-8%	-12%
48	O=C(Cn1ncc2c3ccccc3n(Cc3ccccc3)c2c1=O)NCCCN1CCCCC1	nt	-24%	nt	nt	?	nt	-12%	nt	-7%
49	Cc1ccc(Cn2c(CNC(=O)c3cccc(C)c3)nc3ccccc32)cc1	nt	-11%	nt	nt	?	nt	-33%	nt	5%
50	CCCc1c(O)nc(SCc2ccccc2)[nH]c1=O	13%	2%	-2%	0%	?	2	-15%	11%	-4%
51	CCn1c(=O)c(C(=O)CN2CCOCC2)c(N)n(Cc2ccccc2)c1=O	7%	-16%	-4%	8%	i	31	-1%	9%	12%

# Of the compounds above, these contain a cyano group:
cpd	structure	HT1080 IDH1KD tx	HepG2 viability	SW480 rereplic	MCF10A rerep	ATXN viability	IL1B secr inh	ATXN2 expr inh	HT1080-NT tox	KB-3-1 tox
5	CC(C)c1nc(Cl)c(C#N)c2c1COC(C)(C)C2	-17%	108%	-2%	4%	i	4	nt	4%	-1%
10	Cc1ccc(C)c(N/C=C(\C#N)c2nc3ccccc3o2)c1	28%	8%	-1%	12%	i	14	-1%	19%	4%
27	C=CCn1c(=N)c(C#N)cc2c(=O)n3ccccc3nc21	6%	0%	?	?	nt	17	-11%	8%	4%
46	Cc1cccc(NC(=O)CSc2cc(C)c(C#N)c3nc4ccccc4n23)c1	-26%	-20%	2.9µM*	5%	i	50	nt	?	4%

# High-throughput results deposited in PubChem BioAssay by National Center for Advancing Translational Sciences (NCATS).
